# CHRM5 antagonist: blocks acetylcholine activation of human M5 receptor; inhibition, % at 3 µM; 360,000 tested, 0.59% active; CHO-hM5 cells, Fluo-8 calcium fluorescence, ACh EC80; P08912; AID 624040;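 active means inhibition above a per-plate cutoff, the mean of that plate's test compounds plus 3 SD, cut at about 27% in these data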;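 further: 0% = acetylcholine EC80 with DMSO and 100% = DMSO without agonist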
# Target sequence (P08912 whole entry, looked up): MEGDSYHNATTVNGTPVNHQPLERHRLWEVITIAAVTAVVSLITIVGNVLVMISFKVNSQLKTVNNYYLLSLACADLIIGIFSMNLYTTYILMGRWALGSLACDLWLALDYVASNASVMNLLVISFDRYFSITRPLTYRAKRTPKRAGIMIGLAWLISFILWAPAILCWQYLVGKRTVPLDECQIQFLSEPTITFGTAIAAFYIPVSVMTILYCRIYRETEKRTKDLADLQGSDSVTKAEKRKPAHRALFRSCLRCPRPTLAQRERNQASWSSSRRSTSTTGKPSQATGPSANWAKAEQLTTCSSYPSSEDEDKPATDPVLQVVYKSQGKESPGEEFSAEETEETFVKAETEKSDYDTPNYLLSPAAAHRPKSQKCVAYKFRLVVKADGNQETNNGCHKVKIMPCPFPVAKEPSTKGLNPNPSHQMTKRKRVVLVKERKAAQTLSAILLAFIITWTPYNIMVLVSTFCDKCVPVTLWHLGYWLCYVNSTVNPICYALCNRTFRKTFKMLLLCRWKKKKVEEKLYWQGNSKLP
# M4 ag: CHRM4 agonism in calcium assay; 360,000 tested, 0.14% active; P08173; CHO-K1 hM4/Gqi5, Fluo-8 calcium fluorescence; vehicle 0%, full acetylcholine response 100%; activation, % at 3 µM;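 active means activation above the run mean over all test wells plus 3 SD, cut at about 32% in these data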;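 further: peak over basal fluorescence ratio per well then scaled between controls; 0% = DMSO wells and 100% = acetylcholine at EC100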
# Target sequence (P08173 whole entry, looked up): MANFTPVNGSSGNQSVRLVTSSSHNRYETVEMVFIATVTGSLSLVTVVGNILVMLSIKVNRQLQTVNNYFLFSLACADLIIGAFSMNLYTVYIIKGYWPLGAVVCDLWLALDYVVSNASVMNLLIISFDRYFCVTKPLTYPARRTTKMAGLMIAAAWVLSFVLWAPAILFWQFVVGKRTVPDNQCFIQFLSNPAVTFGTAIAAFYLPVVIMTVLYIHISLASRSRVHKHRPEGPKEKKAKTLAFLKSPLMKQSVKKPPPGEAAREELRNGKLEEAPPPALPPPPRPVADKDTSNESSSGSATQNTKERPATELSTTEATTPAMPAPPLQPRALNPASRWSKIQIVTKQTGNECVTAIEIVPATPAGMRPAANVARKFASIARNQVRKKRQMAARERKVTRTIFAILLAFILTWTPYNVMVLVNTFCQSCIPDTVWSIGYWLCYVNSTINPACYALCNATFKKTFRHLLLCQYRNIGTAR
# CRFBP-R2 block: CRF-BP/CRF-R2 complex antagonism; HEK293 CRF-R2/CRF-BP, CRF-induced calcium fluorescence; inhibition, % at 11.8 µM; 350,000 tested, 0.59% active;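 active means inhibition of the ligand-induced calcium signal above about 50% at the single tested concentration, limit read from the data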
# CHRM5 agonist: CHRM5 agonism in calcium assay; 360,000 tested, 0.19% active; CHO-K1 hM5 cells, Fluo-8 calcium fluorescence; 0% DMSO wells, 100% maximal acetylcholine response; activation, % at 3 µM; P08912;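 active means activation above the run's mean over test compounds plus 3 SD, cut at about 23% in these data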;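 further: signal is peak over basal fluorescence ratio across the kinetic read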
# CHRM4 PAM: positive allosteric modulators of human muscarinic M4 receptor; AID 624126; activation, % at 3 µM; CHO-K1 hM4/Gqi5, Fluo-8 calcium fluorescence, ACh EC20; 0% = ACh EC20, 100% = maximal ACh; P08173; 360,000 tested, 0.4% active;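 active means activation above its plate's cutoff, the mean activation of sample wells plus 3 SD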; further: some results filed as inactive read as strong as hits
# IDE cell inh: cellular human IDE inhibition; P14735; HEK cells, FAbetaB cleavage, fluorescence polarization; inhibition, % at 5.59 µM; 320,000 tested, 0.41% active; AID 434962;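 active means percent inhibition above the average of all tested compounds plus 3 SD, set per screening campaign, cut at about 16% in these data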;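 further: IDE supplied by intact live HEK cells; FP after avidin binding of uncleaved biotin substrate so inhibition keeps polarization high; 0% = DMSO wells and 100% = 60 µM reference IDE inhibitor Ii1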
# CRFBP-R2 agonist: agonists of human CRF-binding protein/CRF-R2 receptor complex | HEK293 CRF-R2/CRF-BP, calcium dye fluorescence (FLIPR); percent of saturating CRF peptide response | activation, % at 13.2 µM | 350,000 tested, 0.46% active | AID 588473;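 active means activation of at least 50%, plus an integration ratio under a set limit after plate pattern correction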;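 further: plate controls were neutral control wells without compound for no effect and CRF at EC100 for full effect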
# M5 PAM: potentiates acetylcholine response at human M5 receptor; 360,000 tested, 0.3% active; P08912; activation, % at 3 µM; AID 624038; CHO-K1 hM5, Fluo-8 calcium, ACh EC20 PAM; 0% = ACh EC20, 100% = ACh EC100;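 active means activation above the run cutoff, the mean activation of all test compounds plus 3 SD, cut at about 18% in these data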
#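 Assay system – human M5 receptor in CHO-K1 cells · Read-out – % activation, ACh-normalized · Technique – Fluo-8 calcium fluorescence · Dosing – single-point, 3 µM nominal · Incubation – Fluo-8 loading 80 min at 37 °C plus 30 min room temperature · Repeats – singlicate, one well per test compound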
# M4 antag: CHRM4 antagonism in calcium assay; P08173; inhibition, % at 3 µM; 360,000 tested, 0.73% active; AID 624125; CHO-hM4 cells, ACh EC80, Fluo-8 calcium fluorescence;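 active means inhibition above its plate's cutoff, the mean inhibition of sample wells plus 3 SD, cut at about 27% in these data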;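 further: 0% = acetylcholine EC80 with DMSO and 100% = DMSO without agonist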
# The depositor's hits bear a star; . = not tested or not shown.
SMILES,CHRM5 antagonist,M4 ag,CRFBP-R2 block,CHRM5 agonist,CHRM4 PAM,IDE cell inh,CRFBP-R2 agonist,M5 PAM,M4 antag
O=C(NCCCCCCCN1CCCCCCC1)C(C1CCCCC1)C1CCCCC1,2.8,2.5,-16.5,-12.0,-11.2,.,-1.3,-43.8,74.6*
Cc1ccc2nc(-c3cccc(Br)c3)cc(C(=O)Nn3cnnc3)c2c1,6.5,1.2,5.6,-1.6,1.9,3.7,-2.4,-1.0,4.4
O=C(Nc1ccc(Cl)c(S(=O)(=O)N2CCOCC2)c1)c1ccccc1-c1ccc(C(F)(F)F)cc1,16.2,4.9,-12.8,-0.1,-13.2,-2.2,1.4,-13.7,9.3
O=C(Cn1c(-c2ccccc2)noc1=O)N1CCC(Cc2ccccc2)CC1,8.6,17.4,-17.1,4.7,-0.9,-0.9,-1.7,-5.8,-6.0
Nc1nc(C(F)(F)F)cc(=O)n1N,-9.0,-0.3,20.9,-2.5,-6.2,0.6,-0.3,-1.9,6.4
O=C(COc1ccccc1)N1CCN(c2ccc([N+](=O)[O-])c(N3CCCCC3)c2)CC1,0.3,1.3,15.5,-0.6,2.6,-8.3,-0.8,-3.8,5.1
O=C(CN1C(=O)C2C3C=CC(C3)C2C1=O)N1CC(=O)N(CCc2ccccc2)C(=O)C1 (configuration not stated),-2.2,0.9,3.5,-1.4,6.3,2.0,-0.1,7.0,-4.5
CN(C)S(=O)(=O)Oc1ccsc1C(=O)Nc1ccc(Cl)c(Cl)c1,-0.2,1.2,-18.2,-2.4,-6.6,-1.4,3.3,-1.1,-3.8
O=C(NCCCNC(=O)c1ccco1)c1ccc(Cl)cc1,-5.5,3.1,1.8,-0.5,1.4,2.9,0.7,2.5,-8.8
CCc1nnc(NC(=O)CSc2ccc(-c3ccc(C)cc3)nn2)s1,8.3,0.6,6.2,-4.6,2.7,2.6,-3.9,1.6,-4.3
COc1cccc(CNC(=O)CCC2CCCN(C(=O)CCC(F)(F)F)C2)c1 (configuration not stated),8.8,-1.1,-4.2,2.6,-4.4,3.1,2.0,4.0,6.8
Clc1ccc(-c2csc(NNC3=NCCCCC3)n2)cc1,-5.1,0.5,-4.1,-2.6,8.2,-7.1,-0.5,3.8,1.4
CCCn1c(=S)[nH]c2cc(C(=O)N3CCN(c4ccc(F)cc4)CC3)ccc2c1=O,1.1,0.1,-2.7,0.5,2.5,.,0.0,0.7,3.9
COc1ccc(CN2CCNC(=O)C2CC(=O)NCCc2nc(C)c(C)s2)c(OC)c1 (configuration not stated),4.0,0.4,5.4,0.6,-6.3,2.3,-0.2,-2.8,-8.9
O=C(NCCC1=CCCCC1)c1ccc(F)c(S(=O)(=O)N2CCOCC2)c1,10.2,1.9,35.3,-2.1,2.5,1.9,1.2,-4.7,8.7
CCOc1ncccc1C(=O)N(C)CC(=O)Nc1ccccc1SC,-0.4,0.9,18.9,0.2,19.6,3.1,-1.0,4.2,6.1
O=C1C2CC=C(Cl)CC2C(=O)N1c1ncn[nH]1 (configuration not stated),-2.8,0.3,-9.0,0.7,3.4,-0.7,-2.4,4.0,-8.3
Cc1sc2nc(SCC(=O)Nc3cccc(C(=O)O)c3)[nH]c(=O)c2c1C,2.5,-0.6,15.3,3.2,-2.2,.,-1.7,-0.3,5.4
CC(C)CCN1C(=O)c2ccc(C(=O)OCn3nnc4ccccc4c3=O)cc2C1=O,1.5,0.5,-9.6,-5.0,3.6,4.5,0.2,-3.2,10.6
CCOCCOC(=O)C(C)Oc1ccc(Oc2nc(Cl)ccc2Cl)cc1 (configuration not stated),8.3,-2.2,21.0,-11.4,6.7,1.1,-0.5,5.7,-6.9

# Whole records from above. Order of values: CHRM5 antagonist, M4 ag, CRFBP-R2 block, CHRM5 agonist, CHRM4 PAM, IDE cell inh, CRFBP-R2 agonist, M5 PAM, M4 antag
# Record of O=C(NCCCCCCCN1CCCCCCC1)C(C1CCCCC1)C1CCCCC1 = 2.8, 2.5, -16.5, -12.0, -11.2, ., -1.3, -43.8, 74.6*
# Record of CCOc1ncccc1C(=O)N(C)CC(=O)Nc1ccccc1SC = -0.4, 0.9, 18.9, 0.2, 19.6, 3.1, -1.0, 4.2, 6.1
# Record of Cc1sc2nc(SCC(=O)Nc3cccc(C(=O)O)c3)[nH]c(=O)c2c1C = 2.5, -0.6, 15.3, 3.2, -2.2, ., -1.7, -0.3, 5.4
# Record of O=C(NCCC1=CCCCC1)c1ccc(F)c(S(=O)(=O)N2CCOCC2)c1 = 10.2, 1.9, 35.3, -2.1, 2.5, 1.9, 1.2, -4.7, 8.7
# Record of O=C1C2CC=C(Cl)CC2C(=O)N1c1ncn[nH]1 (configuration not stated) = -2.8, 0.3, -9.0, 0.7, 3.4, -0.7, -2.4, 4.0, -8.3

# The listing picks up, repeating the two entries before the break.
SMILES,CHRM5 antagonist,M4 ag,CRFBP-R2 block,CHRM5 agonist,CHRM4 PAM,IDE cell inh,CRFBP-R2 agonist,M5 PAM,M4 antag
CC(C)CCN1C(=O)c2ccc(C(=O)OCn3nnc4ccccc4c3=O)cc2C1=O,1.5,0.5,-9.6,-5.0,3.6,4.5,0.2,-3.2,10.6
CCOCCOC(=O)C(C)Oc1ccc(Oc2nc(Cl)ccc2Cl)cc1 (configuration not stated),8.3,-2.2,21.0,-11.4,6.7,1.1,-0.5,5.7,-6.9
O=C1CSC(c2cccc(O)c2)N1Cc1ccccc1 (configuration not stated),4.9,2.6,1.7,-5.8,-0.8,-0.5,0.7,-5.2,0.4
Cc1ccc(C)c(NC(=S)N(C2CCCCC2)C(C)c2cccnc2)c1 (configuration not stated),1.6,0.6,4.1,-0.7,-2.6,4.7,4.1,1.9,-5.2
COC(=O)c1ccc(C)c(NC(=O)CN(c2ccccc2)S(=O)(=O)N(C)C)c1,7.0,1.4,27.0,-1.2,-0.6,3.1,-1.9,-7.3,2.0
CCN1CCN(CC(=O)Nc2ccc(S(=O)(=O)N3C(C)CCCC3C)cc2)CC1 (configuration not stated),11.9,1.0,0.1,-6.9,0.8,-0.1,-0.4,-1.1,-7.9
CCC(=O)c1cccc(-c2ccccc2)c1CC,1.2,-0.1,5.7,2.9,1.0,.,-2.8,0.1,-9.6
CCOC(=O)C1=CN(Cc2ccco2)S(=O)(=O)N(CC)C1c1ccc(C(F)(F)F)cc1 (configuration not stated),0.9,0.0,0.5,-1.0,-4.5,.,1.2,-2.0,-7.7
COc1ccc(-c2c(-c3ccsc3)oc3c2C(O)CCC3)cn1 (configuration not stated),-4.9,-1.9,.,-4.1,9.4,.,.,0.2,-6.4
CCc1ccc(-n2cccc2/C=C2/C(=N)N3C(=NC2=O)SN=C3S(C)(=O)=O)cc1,13.1,0.8,37.2,-4.1,2.6,7.6,0.8,-12.1,1.1
CC(=O)N[C@@H](C)C(=O)OC(C)C(=O)Nc1cccc([N+](=O)[O-])c1 (some centres not stated),-0.3,2.4,2.5,-0.3,6.5,.,-1.8,8.2,-4.4
CCOc1ccc(NC(=O)c2c(NC(=O)CNCCN3CCOCC3)sc3c2CCC3)cc1,-1.2,1.7,4.3,-4.1,3.3,3.6,-2.1,0.8,-1.8
COc1ccc(/C=C(\C#N)C(=O)c2c(C)[nH]c3ccccc23)cc1OC,-1.3,3.3,-25.0,2.2,-4.2,-1.3,1.0,-6.3,8.9
COc1ccc(NC(=O)CSc2c3c(nc4ccccc24)CCC3)c(OC)c1,2.8,9.8,22.1,-0.5,-9.3,11.0,-1.1,-8.8,-3.0
c1ccc(-c2cn3c(n2)CCC3)cc1,-0.1,1.1,-4.5,-3.9,11.5,1.8,-1.0,4.9,1.8
O=C(CCn1c(SCC(=O)c2ccccc2)nc2ccccc2c1=O)NCc1ccc(F)cc1,-0.3,0.1,10.1,-0.4,-2.8,6.9,-1.3,2.5,10.9
Cc1ccc(Cl)cc1NC(=O)[C@@H]1CCC(=O)N1C1OC(=O)c2ccccc21 (some centres not stated),2.2,5.3,2.6,6.6,8.7,-2.6,13.1,2.4,-13.8
O=C(C1=C(O)C(=O)N(c2ncccn2)C1c1ccc(Cl)cc1)c1ccco1 (configuration not stated),12.2,0.5,-6.6,0.9,3.5,1.5,3.7,-2.3,-4.3
Cc1occc1-c1nnc(SCC(=O)N2CCOCC2)n1CC(C)C,3.0,-0.1,-7.0,-5.5,-0.1,2.7,0.9,-1.1,6.5
O=C(COc1ccccc1Cl)NC(=S)Nc1ccccc1N1CCCC1,3.4,1.1,-20.7,-7.4,-7.9,-1.6,0.4,-4.8,9.6
O=C(NCC1COc2ccccc2O1)c1ccc(NC(=O)c2ccco2)cc1 (configuration not stated),1.8,6.7,0.9,-0.3,-0.6,1.4,-2.4,-1.6,-14.3
CCCc1cc(=O)[nH]c(SCC(=O)c2c(N)n(C3CC3)c(=O)[nH]c2=O)n1,-3.1,-0.2,-2.1,5.1,10.8,-1.5,0.1,-4.3,-8.4
CC(C)C(OC(=O)CN1C(=O)COc2ccccc21)C(=O)NC1CCCCC1 (configuration not stated),-4.0,2.6,-0.4,-2.5,-7.0,-2.4,-2.5,6.3,0.7
N#CC1=C(N)Nc2ncnn2C1c1ccc(F)cc1 (configuration not stated),-0.7,0.4,6.0,-0.2,1.8,-1.1,-1.6,3.1,3.1
COc1cc(C(=S)N2CCOCC2)cc(OC)c1OC(=O)c1ccc(C)cc1,-2.3,1.4,11.9,2.0,0.0,.,0.4,-5.2,-18.1
Nn1cnnc1SCC(=O)Nc1ccc(C2CCCCC2)cc1,1.6,3.2,11.3,4.4,6.4,-7.9,-0.3,-7.0,1.4
CC1CCC2(CC1)NC(=O)N(CC(=O)NCCc1ccc(F)cc1)C2=O (configuration not stated),-0.6,1.0,5.8,0.4,2.4,0.0,0.1,4.3,-0.5
O=C(Nc1ccc2c(c1)OCO2)Nc1ccccn1,-3.7,0.0,2.4,-0.2,2.4,-0.1,-0.9,-0.3,-4.4

# Exported with tabs: entries from further up.
Compound	CHRM5 antagonist	M4 ag	CRFBP-R2 block	CHRM5 agonist	CHRM4 PAM	IDE cell inh	CRFBP-R2 agonist	M5 PAM	M4 antag
COc1cc(C(=S)N2CCOCC2)cc(OC)c1OC(=O)c1ccc(C)cc1	-2.3	1.4	11.9	2.0	0.0	.	0.4	-5.2	-18.1
Nn1cnnc1SCC(=O)Nc1ccc(C2CCCCC2)cc1	1.6	3.2	11.3	4.4	6.4	-7.9	-0.3	-7.0	1.4
CC1CCC2(CC1)NC(=O)N(CC(=O)NCCc1ccc(F)cc1)C2=O (configuration not stated)	-0.6	1.0	5.8	0.4	2.4	0.0	0.1	4.3	-0.5
O=C(Nc1ccc2c(c1)OCO2)Nc1ccccn1	-3.7	0.0	2.4	-0.2	2.4	-0.1	-0.9	-0.3	-4.4

# No enrichment for hits (roughly 2.9% active in at least one column).
